Giardia killer: kills Giardia lamblia. Giardia lamblia trophozoite viability. activity change, % at 7.66 µM, hits read low. 340,000 tested, 0.15% active. AID 540267; in the data active = activity change below about -80%; inconclusive = between about -30% and that limit;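 also: parasites exposed to compound for two days anaerobically before the ATP read; % is scaled to controls: 0 for no effect and ±100 for the full control effect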
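Each well holds 100 Giardia trophozoites and compound. After two days (48 hrs) at 37 deg C in anaerobic conditions, ATP is quantified by luminescence.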
B2AR arrestin: recruits beta-arrestin to the human beta2-adrenergic receptor. P07550. beta-arrestin recruitment to beta2AR, cell-based reporter. Potency, µM (series often up to 46.1 µM), for inactives: at the top dose activation, hits mostly activators. 330,000 tested, 0.02% active;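 also: potency is read from the fitted curve at half-maximal effect; 0% = DMSO controls and full agonism = EC100 isoproterenol or metaproterenol; nearly all actives have a fitted effect of over 65% in size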
Target sequence (P07550 whole entry, looked up): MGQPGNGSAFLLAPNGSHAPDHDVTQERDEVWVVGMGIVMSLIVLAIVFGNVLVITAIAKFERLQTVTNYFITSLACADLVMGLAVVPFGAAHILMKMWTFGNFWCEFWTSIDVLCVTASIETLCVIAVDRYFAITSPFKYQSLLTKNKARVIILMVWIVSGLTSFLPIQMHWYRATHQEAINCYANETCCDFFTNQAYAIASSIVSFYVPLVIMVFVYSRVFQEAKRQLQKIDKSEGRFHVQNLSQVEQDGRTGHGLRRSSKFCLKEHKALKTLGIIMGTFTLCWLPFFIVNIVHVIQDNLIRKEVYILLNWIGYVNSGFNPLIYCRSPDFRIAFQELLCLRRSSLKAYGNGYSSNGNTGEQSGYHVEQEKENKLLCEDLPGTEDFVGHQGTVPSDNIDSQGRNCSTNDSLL
USP2a inh: USP2a (human) protease inhibition | 330,000 tested, 0.01% active | AID 463254 | Potency, µM (titrated, usually from 38.3 µM), for inactives: top-dose activity change, negative = inhibition, usual class: inhibitors | O75604 | USP2 core, Ub-CHOP2 coupled fluorogenic reporter, 485/531;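 also: potency is read from the fitted curve at half-maximal effect; plate controls were DMSO wells for no effect and full inhibition by NEM control for full effect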
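USP2 core (10nM final) preincubated 30min RT with compound in 20mM Tris-HCl pH 8.0, 2mM CaCl2, 2mM beta-mercaptoethanol, 0.05% CHAPS; 25nM Ub-CHOP2 plus 25nM reporter substrate added, fluorescence (Ex485/Em531) read after 60min.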
TRPV1 agonist: activates the human vanilloid receptor TRPV1. Q8NER1. TRPV1-expressing cells, Fluo-8 calcium influx, agonist mode. activation, % at 8.33 µM. 320,000 tested, 0.19% active. AID 540275; in the data active = activation above about 80%; inconclusive = between about 30% and that limit; also: 0% is about no effect
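Cells expressing TRPV1 were dye-loaded with Fluo-8 and read kinetically: 10 s baseline, 3 min after compound (agonist portion), then 2 min after EC20 capsaicin (allosteric enhancer portion). Calcium-bound dye fluorescence at 480/520 nm.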
Menin-MLL TR inh: displaces Texas Red mutant MLL peptide from human menin. O00255. Menin + Texas Red MLL mutant peptide, fluorescence polarization. Potency, µM (series often up to 61.6 µM), inactives show top-dose FP activity change, negative = inhibition, actives largely listed as inhibitors. 270,000 tested, 0.23% active. AID 1768; active = well fitted inhibition curve with a large enough effect in the polarisation, with a control signal flat, not every such curve was filed as active; inconclusive = small, poorly fitted or top-dose-only effect, or effect the other way, or a change in a side signal; inactive = no such curve, though single readings can be large or run the other way; the % refers to the polarisation; also: potency is read from the fitted curve at half-maximal effect; % of control where 0% means no effect; many of its hits are not listed in these tables
Target sequence (O00255 whole entry, looked up): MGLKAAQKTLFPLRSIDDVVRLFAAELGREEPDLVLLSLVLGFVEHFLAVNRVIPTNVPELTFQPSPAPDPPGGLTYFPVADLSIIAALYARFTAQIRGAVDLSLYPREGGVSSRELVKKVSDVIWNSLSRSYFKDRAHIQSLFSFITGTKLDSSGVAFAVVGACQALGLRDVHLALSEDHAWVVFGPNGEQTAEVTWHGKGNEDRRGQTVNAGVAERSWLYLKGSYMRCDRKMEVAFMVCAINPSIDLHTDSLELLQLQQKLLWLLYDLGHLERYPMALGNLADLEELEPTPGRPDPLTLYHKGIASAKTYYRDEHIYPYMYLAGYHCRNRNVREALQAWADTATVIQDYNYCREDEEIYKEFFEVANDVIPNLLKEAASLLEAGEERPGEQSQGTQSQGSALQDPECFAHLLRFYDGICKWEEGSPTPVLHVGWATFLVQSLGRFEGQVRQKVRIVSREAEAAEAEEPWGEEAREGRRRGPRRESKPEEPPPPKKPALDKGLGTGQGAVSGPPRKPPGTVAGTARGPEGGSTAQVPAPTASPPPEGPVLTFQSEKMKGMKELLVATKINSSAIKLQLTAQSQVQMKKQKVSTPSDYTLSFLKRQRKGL
KCNH2 WT inh: KCNH2 (human, wildtype) channel inhibition; U2OS, BacMam KCNH2, thallium flux FluxOr; hits give low values; activity change, % at 1.84 µM; 340,000 tested, 0.37% active;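 active = maximum activity change below -70%; inconclusive = maximum activity change between -70% and -50%; inactive = maximum activity change above -50%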; also: % is scaled to controls: 0 for no effect and ±100 for the full control effect
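U2OS cells transduced with wild-type KCNH2 virus are loaded with FluxOr dye for 45 min, and thallium flux is measured in kinetic reads before and after stimulation buffer. Rate constants are normalized to DMSO controls.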
PKM2 act: activators of human pyruvate kinase M2; purified PKM2, Kinase-Glo ATP luminescence, activation; response scale: 0% is enzyme alone, no compound; Potency, µM (series often up to 57.5 µM), without a hit: top-dose activation, usual class: activators; 260,000 tested, 0.34% active; AID 1631; also: potency is read from the fitted curve at half-maximal effect; % is scaled to controls: 0 for no effect and ±100 for the full control effect; nearly all actives have a fitted effect of over 55% in size
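Purified hPK-M2 (>95% pure) converted ADP (0.1 mM final) to ATP with 0.5 mM PEP in 50 mM imidazole pH7.2, KCl, MgCl2, Tween 20, BSA; 1 h at room temperature. ATP detected by Kinase-Glo luminescence.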
FBPA coupling cs: inhibits coupling enzyme system, counter-screen for aldolase hits; coupling enzyme system counterscreen, AmpLite Red fluorescence; activity change, negative = inhibition, % at 58.2 µM, hits read low; 290,000 tested, 0.67% active; AID 2472; in the data active = activity change below about -30%; also: % is scaled to controls: 0 for no effect and ±100 for the full control effect
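Counterscreen lacking aldolase: glyceraldehyde-3-phosphate coupling-enzyme reagent preincubated 10 min at RT with compound (at 57.5 uM final), then substrate/coupling system with AmpLite Red added; fluorescence read at 525/598 nm after 20 min RT.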
GALK inhibitor: blocks human galactokinase activity | P51570 | Purified GALK, Kinase-Glo residual ATP luminescence | Potency, µM (doses to about 57.5 µM), for the others: top-dose activity change, negative = inhibition, most hits filed as inhibitors | 270,000 tested, 0.007% active | AID 1868; also: potency is read from the fitted curve at half-maximal effect; % is scaled to controls: 0 for no effect and ±100 for the full control effect
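Compounds were pin-transferred into ATP buffer (35 uM final), then GALK plus galactose (5 nM, 100 uM final) was added. After 1 h at room temperature, Kinase-Glo Plus was added and luminescence read after 10 min.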
KCNH2 3.1 inh: inhibitors of human KCNH2 3.1 potassium channel isoform; U2OS KCNH2 3.1, thallium flux FluxOr; hits give low values; activity change, % (tested at about 1.8 µM); 340,000 tested, 0.95% active; AID 720553;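 active = maximum activity change below -70%; inconclusive = maximum activity change from -70% to -50%; inactive = maximum activity change above -50%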;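 also: thallium influx rate constant from kinetic fluorescence after stimulation buffer; % is scaled to controls: 0 for no effect and ±100 for the full control effect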
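Channel expression came from 3.1 mutant virus (1.77 x 10^8 /mL) applied to suspended U2OS cells for 4 h. Flux was tracked with FluxOr dye plus Red40 quencher, and kinetic rate constants normalized to controls.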
CXXC DNA block: MLL CXXC-DNA interaction inhibition | Q03164 | MLL-CXXC / FITC-HOXA9 DNA fluorescence polarization | Potency, µM (series often up to 115 µM), inactives show at the highest dose activity change, negative = inhibition, most hits filed as inhibitors | 290,000 tested, 0.037% active; active = well fitted inhibition curve with a large enough effect in the polarisation, with a control signal flat, not every such curve was filed as active; inconclusive = small, poorly fitted or top-dose-only effect, or effect the other way, or a change in a side signal; inactive = no such curve, though single readings can be large or run the other way; the % refers to the polarisation; also: potency is read from the fitted curve at half-maximal effect
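Fluorescence polarization: 7 uM MLL-CXXC (stock) preincubated 5 min with compounds, then 50 nM fluorescein-HOX-A9 DNA (stock) added; 30 min ambient. Buffer 50 mM Tris-HCl pH 7.5, 50 mM NaCl, 1 mM DTT, 0.05% BSA.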
Starred values were filed as active, the others as inactive; ? = inconclusive; . = no result given; [ ] = remark or other dose. Unless noted, calls follow the shape of the dose curve; as a rule, active = well fitted curve in the direction sought with a large enough effect; inconclusive = small, poorly fitted or top-dose-only effect, or another doubt; inactive = no such curve, though single readings can be large; an effect the other way counts as inactive or inconclusive. Not all compounds are listed. The share of hits here may be higher or lower than overall.

SMILES | Giardia killer | B2AR arrestin | USP2a inh | TRPV1 agonist | Menin-MLL TR inh | KCNH2 WT inh | PKM2 act | FBPA coupling cs | GALK inhibitor | KCNH2 3.1 inh | CXXC DNA block
O=C(Oc1c(Cl)cc(Cl)c2cccnc12)c1ccco1 | 0 | ? | -1% | 3 | 8% | 7 | 0% | -10 | -1% | 8 | -11%
CC(=O)Nc1ccc(S(=O)(=O)NC2=NCN(c3cccc([N+](=O)[O-])c3)CN2)cc1 | 5 | 0.0% | -2% | 1 | -7% | -5 | -4% | 0 | -1% | -23 | 10%
COc1ccc(-c2c(NC(=O)c3ccco3)oc3c(C)cccc3c2=O)cc1OC | -27 | -0.3% | 2% | 2 | . | -3 | . | . | -8% | 5 | -3%
CCCNS(=O)(=O)c1ccc(NC(=O)c2cccnc2)cc1 | 9 | -0.8% | 1% | -3 | 6% | 16 | -3% | 3 | 1% | 6 | 11%
Cc1noc(/C=C/c2ccccn2)c1[N+](=O)[O-] | 17 | 0.1% | 0% | 3 | -27% | 12 | 0% | 1 | -1% | -41 | -5%
COc1ccc(NC(=O)c2ccc(NC(=O)COC(=O)c3cnc(C)cn3)cc2)cc1 | -9 | -0.2% | 0% | -1 | . | -3 | . | . | . | -5 | .
CCOc1ccc(C)cc1S(=O)(=O)n1cnc2ccccc21 | 11 | -0.3% | 1% | ? | 11% | 3 | -5% | 3 | -3% | -13 | 4%
CCCCc1nc2ccccc2n1Cc1nnc2n1-c1ccccc1SC2 | -15 | -0.3% | 1% | 5 | 1% | -3 | -14% | 2 | -1% | -15 | 1%
CCN1/C(=C/c2sc(-c3ccccc3C)c[n+]2C)Sc2ccccc21 | 10 | -0.8% | 4% | -4 | 25µM* | -7 | -6% | 2 | -1% | -1 | 0%
COC(C(=O)Nc1ccnn1C1CCN(Cc2ccccn2)CC1)c1ccccc1 (stereo not given) | 13 | 0.3% | -1% | 2 | . | 10 | 0% | . | 0% | 6 | 4%
Cc1ccccc1NC(=O)N1CCN(C/C=C/c2ccccc2)CC1 | -9 | -0.2% | -1% | 7 | -13% | 26 | -3% | 4 | 1% | -86* | 2%
Nc1nnc(Cc2ccc(Cl)c(Cl)c2)s1 | 3 | 0.1% | 1% | 1 | 1% | -17 | 4% | 1 | -1% | -10 | 3%
CC(=O)N/C(=N\c1nc(C)cc(C)n1)Nc1ccc2ccccc2c1 | -5 | -0.7% | 0% | 15 | 6% | 1 | 1% | 1 | -6% | 6 | -3%
O=C(CSc1ncn[nH]1)NCc1ccc(Cl)cc1 | -22 | -0.4% | 1% | -2 | 12% | 3 | 1% | -1 | 0% | 5 | -8%
Cc1nnc(SCC(=O)N(Cc2ccccc2)C(C)(C)C)[nH]c1=O | 1 | 0.0% | 0% | -1 | 1% | -4 | 0% | 14 | -2% | 2 | -4%
COc1ccccc1/C=C/C(=O)c1ccccc1 | -29 | -1.2% | 1% | 22 | 7% | -4 | 4% | -2 | 0% | -18 | 18%
C=CCOC(=O)C1C(=O)CC(C)(O)C(C(=O)OCC=C)C1c1ccc(N(C)C)cc1 (stereo not given) | -14 | 0.3% | 0% | 23 | -12% | 16 | 4% | -1 | 0% | -3 | 2%
Cc1cc(C)n(-c2nc(C(=O)O)cs2)n1 | 8 | 0.0% | 0% | 1 | 16% | 0 | . | 1 | 10% | 3 | -6%
CN(C)c1ccc(C(c2nnnn2CCOC(=O)Nc2ccc(Cl)cc2)N2CCOCC2)cc1 (stereo not given) | -8 | 0.5% | -1% | 4 | -22% | 7 | 1% | -15 | -4% | -12 | -2%
CC(NC(=O)CCCOc1ccc(Cl)cc1)c1ccccc1 (stereo not given) | 4 | -0.2% | 1% | ? | 23% | -3 | 7% | 3 | 1% | 2 | 27%
COc1ccccc1NC(=O)/C=C/C(=O)O | 19 | -0.1% | 6% | 1 | -26% | -2 | -4% | 0 | 0% | 16 | -4%
Cc1ccc(NC(=O)/C=C/c2ccc([N+](=O)[O-])s2)cc1 | -13 | ? | 5% | 7 | 27% | 0 | -5% | 2 | -1% | -16 | 23%
ClCc1nnc(-c2cc3c(s2)CCCC3)o1 | -1 | 0.0% | 9% | ? | -2% | 2 | 0% | 1 | -1% | -1 | 7%
Cc1ccc(Sc2ncccc2COC(=O)Nc2c(C)cccc2C)cc1 | 4 | 0.3% | 1% | -5 | 18% | -8 | 0% | 5 | -1% | -6 | -10%
Cc1ccc2c(c1)[C@@H]1[C@H](CO2)[C@H](c2ccccc2)[C@]2(C)C(=O)N[C@H](C)C(=O)N12 | -25 | 0.2% | 2% | . | . | -7 | . | . | . | 15 | .
CN(c1ccccc1)S(=O)(=O)c1ccc(C(=O)NCc2ccccc2F)cc1 | -2 | 0.2% | 1% | 21 | . | 0 | . | . | . | -5 | .
O=C(NCC1CCCO1)c1c(O)c2ccccc2[nH]c1=O (stereo not given) | 7 | 0.6% | 0% | 3 | -1% | -1 | -10% | 3 | 1% | 29 | 5%
COc1ccc(C(=O)NC(=S)NNC(=O)c2c(-c3ccccc3)noc2C)cc1OC | -18 | -0.3% | -1% | 5 | . | -1 | 3% | 14 | 0% | -12 | 1%
CC(C)NC(=O)c1ccc2c(c1)N(CC(=O)N1CCCCC1)C(=O)C(C)(C)O2 | -5 | -0.2% | 3% | 0 | 0% | 13 | 1% | 6 | 7% | -10 | 9%
CN1CCN(CCCCOc2ccc(Br)cc2)CC1 | 9 | 0.5% | -2% | 2 | 6% | 5 | -2% | -2 | -1% | 3 | 16%
O=C(c1nc2ccccn2c1CN1CCC(Cc2ccccc2)CC1)N1CCCC1 | 15 | -0.6% | -2% | 21 | ? | 13 | -8% | 1 | 3% | -8 | 6%
O=C(CSc1n[nH]c(=O)n1C1CC1)c1c[nH]c2ccccc12 | -13 | -1.0% | 1% | -1 | . | 2 | . | . | . | 17 | .
CC(=O)N1CCN(c2nc(C)nc3sc4c(c23)CCC(C)C4)CC1 (stereo not given) | 1 | -0.4% | 0% | ? | -21% | 8 | -4% | -3 | -4% | -5 | -5%
COc1ccc2c3c(c(=O)oc2c1OCC(=O)O)CCCC3 | -7 | 0.5% | 0% | -3 | -14% | 0 | -1% | 4 | 1% | 10 | 6%
Cc1ccc(C(=O)NC(=S)Nc2ccc(NC(=O)c3cccc(Cl)c3)cc2)cc1 | -12 | -1.2% | 5% | 2 | -15% | -4 | 4% | 3 | 0% | -50 | 9%
CCOc1cc(/C=N/NC(=O)c2ccc(CN3CCOCC3)cc2)ccc1OC | -3 | 0.0% | 2% | -3 | -17% | 5 | -8% | 4 | 4% | 2 | -18%
COc1cc(/C=C2/SC(=Nc3ccc(O)cc3)NC2=O)ccc1O | 1 | -0.6% | 9% | 4 | . | 5 | ? | 7 | . | 0 | 155%[activator]
Cc1ccc(N=CC2=C(O)CC(c3cccc(Cl)c3)CC2=O)cc1 (stereo not given) | -25 | -0.4% | 2% | 2 | -10% | 2 | 2% | -1 | . | -6 | -1%
COC(=O)c1ccc(N2C(=O)C3CC=CC(C)C3C2=O)cc1 (stereo not given) | 0 | 0.2% | 2% | 8 | 3% | -4 | -7% | 0 | 7% | -10 | -9%
Cn1c(=O)c2ncn(CC(=O)N/N=C/C=C/c3ccccc3)c2n(C)c1=O | -7 | -0.1% | -5% | -4 | -15% | -2 | 29% | 0 | 11% | 6 | 18%
CC(C)(CNC(=O)CC1C(=O)NCCN1Cc1cccc(F)c1)N1CCOCC1 (stereo not given) | -1 | 0.3% | 2% | -3 | . | -7 | . | . | -1% | 9 | -5%
CCc1ccc([C@@H]2CC=C(C(=O)O)[C@H](c3ccc(C)cc3)N2S(=O)(=O)c2ccc(C)cc2)cc1 | -12 | 0.5% | -16% | . | . | 1 | . | . | . | -4 | .
Cc1noc(C)c1C(=O)Nc1ccc(C#N)cc1 | -13 | 0.3% | -1% | 1 | . | 9 | 1% | . | -1% | 6 | 13%
COC(=O)c1cc(Br)c(=O)n(CCc2ccc(F)cc2)c1 | -12 | 0.9% | 3% | 9 | 1% | 1 | 1% | -1 | -2% | -11 | -2%
COc1ccc(OCCSc2nc(N)cc(=O)[nH]2)cc1 | -14 | 0.1% | -3% | -4 | 10% | . | 15% | 1 | 7% | -8 | -2%
COc1ccc2c(=O)cc(C(=O)O)oc2c1 | 13 | 0.1% | 1% | 2 | -13% | -7 | -24% | 1 | -3% | 21 | -4%
Cc1cc(NC(=O)[C@H](C)NC(=O)c2ccco2)ccc1Br | -15 | -1.1% | 0% | 6 | 3% | -5 | . | 2 | -2% | -16 | -5%
COc1ccc(NC(=O)C2Cc3ccccc3CN2C(=O)c2ccccc2)cn1 (stereo not given) | -2 | 0.2% | 7% | 19 | -10% | -20 | -7% | -21 | 3% | -10 | ?

Assay outcomes deposited in PubChem by National Center for Advancing Translational Sciences (NCATS).
